Compound activity as filed in PubChem BioAssay.
S2 tox – Viability Counterscreen for Primary qHTS for Inhibitors of ATXN expression | S2 cells (HEK-293 line with an ATXN2-luciferase reporter) viability, CellTiter-Fluor protease fluorescence, 24 h | Potency, µM (doses to about 56.7 µM), hits mostly cytotoxic | hit rate 0.49% among 400,000 | AID 651635, 2014; further: potency means the concentration at half of the fitted maximal effect; nearly all actives have a fitted effect of over 40% in size
A549 viability – Nrf2 qHTS screen for inhibitors: counterscreen for cytotoxicity. A549 ARE-Fluc cells, CellTiter-Fluor viability, 18-24 h. Potency, µM (series often up to 46 µM), for the others: at the top dose activity change, negative = cytotoxicity, actives largely listed as inhibitors. hit rate 0.16% among 390,000. AID 504648, 2011; further: potency means the concentration at half of the fitted maximal effect; on the % scale 0 is the no-effect control and ±100 the full control effect
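A549 ARE-Fluc cells in 5% FBS OPTI-MEM, 5000 cells/well, rested 2 h then exposed to compounds in concentration-response for 18-24 h at 37 °C. Viability by CellTiter-Fluor fluorescence (Ex 405/Em 525) after 30 min; luciferase luminescence (BugLite, 15 min, RT) read afterwards.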
Nrf2 block – Nrf2 qHTS screen for inhibitors | A549 ARE-Fluc reporter, luciferase luminescence, 18-24 h | Potency, µM (series often up to 46 µM), for the others: at the top dose activity change, negative = inhibition, actives largely listed as inhibitors | hit rate 2.1% among 360,000 | AID 504444, 2011; further: potency means the concentration at half of the fitted maximal effect; on the % scale 0 is the no-effect control and ±100 the full control effect; nearly all actives have a fitted effect of over 60% in size
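A549 ARE_Fluc cells, 5000/well, 5% FBS OPTI-MEM; compounds in dose-response, 18-24 h at 37 °C/5% CO2; CellTiter-Fluor viability read (Ex 405/Em 525), then BugLite luciferase luminescence = Nrf2 activity.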
IL-1B inflam inh – qHTS for Inhibitors of Inflammasome Signaling: IL-1-beta AlphaLISA Primary Screen; AID 743279, 2014; activity change, % at 57.5 µM; THP-1 LPS/ATP IL-1B secretion, AlphaLISA, 16 h; hits give low values; hit rate 4.7% among 360,000; in the data active means activity change below about -50%; inconclusive means mostly about -30% to -49%; further: on the % scale 0 is the no-effect control and ±100 the full control effect
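Secreted IL-1B measured by AlphaLISA bead assay after 16 h compound exposure of THP-1 cells; compounds (final up to 57.5 uM) added 1 h before LPS (250 ng/mL) and ATP (1.25 mM) stimulation; lower signal means less secretion.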
TGFb SMAD3 inh – qHTS for Inhibitors of TGF-b; Potency, µM (doses to about 46.1 µM), inactives show at the highest dose activity, negative = inhibition, hits mostly inhibitors; AID 588855, 2011; HepG2 CAGA-GFP TGF-b/SMAD3 reporter, GFP fluorescence, 18 h; TGF-beta stimulated, 500 pg/mL final; hit rate 1.2% among 410,000; further: potency means the concentration at half of the fitted maximal effect; on the % scale 0 is the no-effect control and ±100 the full control effect; nearly all actives have a fitted effect of over 65% in size
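GFP signal (ex488/em500-530) from TGF-beta-stimulated HEPG2 CAGA-GFP cells, 500 pg/mL final, 18 h at 37 degrees C in DMEM plus 1% FBS, normalized to unstimulated and DMSO-stimulated controls.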
MCF10A rereplic – A quantitative high throughput screen for small molecules that induce DNA re-replication in MCF 10a normal breast cells | Potency, µM (series often up to 46.1 µM), for inactives: at the top dose activity, positive = re-replication, actives largely listed as activators | MCF 10A DNA re-replication, Hoechst nuclear intensity, 48 h | hit rate 2.9% among 350,000 | AID 624296, 2012; further: potency means the concentration at half of the fitted maximal effect; % of control where 0% means no effect; nearly all actives have a fitted effect of over 50% in size
HepG2 viability – qHTS for Inhibitors of TGF-b: Cytotox Counterscreen | hit rate 0.76% among 410,000 | HepG2 CAGA-GFP viability, ATP luminescence, 18 h | AID 588856, 2011 | Potency, µM (highest dose often 46.1 µM), for inactives: at the top dose activity change, negative = cytotoxicity, most hits filed as cytotoxic; further: potency means the concentration at half of the fitted maximal effect; some results filed as inactive show a strong effect at the top dose
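HepG2 CAGA-GFP cells (1000/well, DMEM with 1% FBS) received compound, then TGF-beta at 500 pg/mL final, and were incubated 18 hours at 37 degrees C. Viability was read by CellTiter-Glo luminescence. Media-only wells were set as complete cell-killing and DMSO as no toxicity.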
Nrf2 activator – qHTS of Nrf2 Activators. AREc32 ARE-luciferase reporter (MCF7-derived line), luminescence, 24 h. Potency, µM (top dose mostly 46.1 µM), without a hit: at the top dose activation, actives largely listed as activators. hit rate 0.31% among 410,000. AID 624171, 2012; further: potency means the concentration at half of the fitted maximal effect; % of control where 0% means no effect; nearly all actives have a fitted effect of over 65% in size
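Luminescent ARE reporter assay in AREc32_Fluc cells: overnight plating at 37 deg C, 24 hr compound incubation, Steady-Glo added, 30 min RT before reading.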
ATXN2 expr inh – Primary qHTS for Inhibitors of ATXN expression. HEK-293 ATXN2-luciferase reporter, luminescence, 24 h. Potency, µM (highest dose often 57 µM), inactives show at the top dose activity change, negative = inhibition, actives largely listed as inhibitors. hit rate 0.72% among 360,000; further: potency means the concentration at half of the fitted maximal effect; on the % scale 0 is the no-effect control and ±100 the full control effect; nearly all actives have a fitted effect of over 55% in size
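qHTS (up to 57 uM final) was run with 24 h compound exposure of reporter cells at 37 °C. Each well was multiplexed: SteadyGlo luminescence measured ATXN2-luciferase expression after a fluorogenic Gly-Phe-AFC viability readout (25 uM final).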
An asterisk follows results filed as active; i = inactive; ? = inconclusive; / = no result given; [ ] = dose if it differs, or a comment. Unless noted, the call rests on the fitted dose curve; in most records, active means well fitted curve in the direction sought with a large enough effect; inconclusive means small, poorly fitted or top-dose-only effect, or another doubt; inactive means no such curve, though single readings can be large; an effect the other way counts as inactive or inconclusive. The order is random. Share with any hit: about 8.8%.

canonical_smiles	ATXN2 expr inh	A549 viability	Nrf2 activator	HepG2 viability	Nrf2 block	TGFb SMAD3 inh	S2 tox	IL-1B inflam inh	MCF10A rereplic
N#Cc1nc(-c2ccccc2)oc1NCC1CCCO1 (stereo unspecified)	21%	-2%	3.0%	1%	?	-5%	i	6	0%
c1cc2c(cc1Cn1cnnn1)OCO2	0%	2%	0.4%	-5%	6%	-2%	i	-16	22%
O=C(NCC(=O)N1CCN(C(=O)c2ccccc2)CC1)c1ccccc1	0%	-2%	2.6%	-1%	-16%	-4%	i	0	-4%
CC(C)(C)NC(=O)NC(=O)COC(=O)c1cccc(S(=O)(=O)N2CCCCC2)c1	-5%	0%	0.1%	7%	-22%	22%	i	32	?
COc1cc2c(cc1OC)C(c1c(Cl)cccc1Cl)=NCC2	-6%	/	0.0%	-16%	/	?	i	9	/
N#Cc1c(-c2ccc([N+](=O)[O-])cc2)nc2n(c1=O)CCS2	-8%	-1%	-1.0%	-12%	6%	-6%	i	-4	-10%
Fc1ccc(Cl)cc1/C=N/n1cnnc1SCc1ccccc1	2%	-10%	0.2%	-33%	-19%	-8%	i	-19	7%
CC(=O)C1=C(c2ccc(Cl)cc2)N(C(C)=O)n2c(nnc2C2CCCCC2)S1	/	8%	3.1%	3%	/	5%	/	/	/

Entries of single compounds, looked up by structure. Values in the order: ATXN2 expr inh	A549 viability	Nrf2 activator	HepG2 viability	Nrf2 block	TGFb SMAD3 inh	S2 tox	IL-1B inflam inh	MCF10A rereplic
Listed for `CC(C)(C)NC(=O)NC(=O)COC(=O)c1cccc(S(=O)(=O)N2CCCCC2)c1` → -5%	0%	0.1%	7%	-22%	22%	i	32	?
Listed for `N#Cc1nc(-c2ccccc2)oc1NCC1CCCO1` (stereo unspecified) → 21%	-2%	3.0%	1%	?	-5%	i	6	0%

Next part:
canonical_smiles	ATXN2 expr inh	A549 viability	Nrf2 activator	HepG2 viability	Nrf2 block	TGFb SMAD3 inh	S2 tox	IL-1B inflam inh	MCF10A rereplic
O=C1CCC([N+](=O)[O-])C(c2ccc(Cl)cc2Cl)N1 (stereo unspecified)	-7%	6%	-0.8%	18%	/	0%	i	5	-4%
CCOc1ccc(C(=O)COC(=O)c2cc([N+](=O)[O-])ccc2N2CCOCC2)cc1	-11%	-6%	-0.2%	-11%	18%	-10%	?	47	?
CC(=O)Nc1cccc(C(=O)OC(C)C(=O)NCc2ccc3c(c2)OCO3)c1 (stereo unspecified)	2%	-1%	-0.4%	-21%	1%	0%	i	22	2%
CCC(=O)Nc1ccc(-c2nc3ccccc3c(=O)o2)cc1	-14%	0%	-0.4%	-8%	?	2%	i	7	6%
COc1ccc(Cl)cc1NC(=O)CN(C)C(=O)CCSc1ccc(C)cc1	/	8%	0.8%	-20%	-16%	?	i	17	-3%
[2H]C(CCOS(N)(=O)=O)c1ccc(C(C)(C)C)cc1 (stereo unspecified)	0%	-3%	-1.3%	-15%	5.2µM*	?	i	18	5%
O/N=C/c1ccc(OCc2ccccc2F)c(Cl)c1	98%[activator]	9%	3.6%	3%	?	-5%	i	?	?
CCCn1nc(C(=O)Nc2nnc(C3CC3)s2)c2ccccc2c1=O	-22%	14%	2.3%	-9%	?	-5%	i	-10	15%
Cn1cccc1CNC(=O)Nc1ccc(Cl)c(Cl)c1	40%[activator]	-3%	-0.2%	1%	?	-7%	i	-24	0%
COc1cccc(-c2cnc3c(NC(C)=O)cc(-c4cc(F)ccc4OC)cn23)c1	-21%	/	8.9%	-29%	/	4%	?	-11	/
C#CC1(O)CC(C)N(C)C(C)C1 (stereo unspecified)	-7%	-10%	-0.4%	-2%	?	-3%	i	0	9%
Cc1cccc(C)c1NC(=O)NN=C1CCCCC1	-1%	1%	-0.6%	6%	2%	7%	i	-1	0%
CCCCCC(=O)N1C[C@H](n2cc(COC(=O)c3ccccc3)nn2)[C@@H](O)C[C@@H]1c1ccccc1	2%	/	-0.1%	6%	/	3%	i	-3	/
CCn1c(SCC(=O)Nc2ccc3c(c2)OCO3)nnc1-c1cnccn1	-10%	5%	-0.2%	-28%	1%	-1%	i	-14	-1%
CC1=C(/C=C/C(C)=C/C=C/C(C)=C\C(=O)O)C(C)(C)CCC1	3%	2%	-0.1%	-22%	-11%	-1%	i	17	1%
COc1ccc(CN(CC(=O)NCc2ccc3c(c2)OCO3)C(=O)c2csnn2)cc1	-8%	-3%	-0.2%	-36%	-1%	-3%	i	16	-1%
COc1cccc(Nc2nc(-c3ccc4c(c3)OCCO4)cs2)c1	80%[activator]	1%	5.0%	3%	?	?	i	-2	?
CN(C)C(=O)c1ccc(NC(=O)c2ccc(-c3ccc(Cl)cc3)o2)cc1	-18%	-5%	4.0%	-3%	-26%	-21%	i	-12	28%
COc1ccc(C2=CC(=O)CC(C)(C)C2)cc1	14%	-1%	-0.6%	1%	20%	1%	i	23	17%
C=CCn1c(-c2ccc3[nH]c(C)c(C)c3c2)n[nH]c1=S	-2%	1%	2.4%	-1%	/	?	i	-16	?
COc1ccccc1-c1nc(-c2ccccc2)[nH]c(=O)c1C#N	-1%	-2%	0.0%	-6%	-5%	-1%	i	10	0%
OCCN1CCN(C(=S)c2ccc(Br)cc2)CC1	-2%	2%	0.0%	-20%	7%	-3%	i	-13	13%
CCC/C(=N\NC(=O)CNC(=O)c1ccc(Cl)cc1)c1ccccc1	-28%	-12%	-0.7%	-7%	-13%	4%	i	-12	4%
Cc1ccnc(NC(=O)c2cc(-n3cnnc3)ccc2Cl)c1	10%	-3%	2.8%	-3%	10%	16%	i	24	-1%
CN1CCN(S(=O)(=O)c2ccc(Nc3ccc(F)cc3)nc2)CC1	5%	7%	0.6%	-14%	2%	-26%	i	-2	12%
N/C(=N\OC(=O)c1ccc([N+](=O)[O-])cc1)c1cccnc1	31%[activator]	7%	2.8%	-2%	12%	?	i	-4	-4%
Cc1ccc(S(=O)(=O)N2CCC(C(=O)OCC(=O)N3C(C)CCCC3C)CC2)cc1C (stereo unspecified)	/	/	0.2%	1%	/	-9%	i	16	/
COc1ccccc1CC(=O)Nc1c[nH]c(=O)[nH]c1=O	-11%	0%	-0.6%	17%	-19%	0%	i	-5	4%
CCCCN(CC)S(=O)(=O)c1ccc(C(=O)Nc2nnc(COC)o2)cc1	-23%	-21%	-0.5%	-3%	?	-7%	i	10	6%
Cc1cc(C)c(/C=C/c2onc(C)c2S(=O)(=O)N2CCC(C(=O)N3CCN(c4ccc(Cl)cc4)CC3)CC2)c(C)c1	/	6%	-0.1%	0%	/	3%	/	/	/
CC(C)NC(=S)NNC(=O)C12CC3CC(CC(C3)C1)C2	2%	4%	1.2%	-27%	11%	-4%	i	3	-2%
COc1ccc(F)cc1S(=O)(=O)N1CCC2(CC1)OCCN2S(=O)(=O)c1cccs1	10%	1%	-0.7%	-3%	-9%	-4%	i	4	4%
Cc1cc(C)n(-c2nc3ccccc3c(=O)n2OCc2ccc(F)cc2)n1	4%	-7%	?	-9%	29%	26%	i	9	2%
COc1ccccc1CNC(=O)C1(C)CCN1C(=O)Cc1ccc(-c2ccccc2)cc1 (stereo unspecified)	?	/	0.7%	-34%	/	-5%	?	-23	/
Cc1ccc(Sc2c(C)nn(C(=O)CNS(=O)(=O)c3ccc(F)cc3)c2C)cc1	-3%	1%	2.3%	-6%	5%	-15%	i	17	?
O=S(=O)(NCC(c1ccccc1)N1CCNCC1)c1ccc(Cl)cc1 (stereo unspecified)	?	-3%	5.3%	-101%	13%	13µM*	?	0	?
CCc1nc2ccc(C(=O)Nc3cccc(NS(C)(=O)=O)c3)cn2c1N(C)Cc1nccn1C	8%	/	0.3%	-1%	/	14%	i	3	/
O=C(c1cc2ncccn2n1)N1CCc2c([nH]c3ccccc23)C1c1ccccc1F (stereo unspecified)	1%	1%	4.5%	-15%	-12%	?	i	?	0%
CCOc1cc(C(=O)OCc2ccc(C(=O)OC)o2)cc(Br)c1OC	1%	1%	-0.1%	-5%	14%	3%	i	43	0%
COc1cc(O)cc(/C=C/c2ccccc2)c1	53%[activator]	15%	18%	-28%	19%	-15%	i	-25	?
CC(=O)c1c(C)[nH]c(C(=O)OCC(=O)N(CC(C)C)C2CCS(=O)(=O)C2)c1C (stereo unspecified)	13%	-2%	-0.6%	-7%	-17%	14%	i	20	-1%
CCCCN(C(=O)c1cccs1)C1CCS(=O)(=O)C1 (stereo unspecified)	-3%	-6%	-0.6%	-4%	-9%	-3%	i	10	-1%
COc1ccc(NC(=O)COC(=O)c2ncc(Cl)c(Cl)c2Cl)c(OC)c1	-2%	0%	-0.3%	7%	14%	4%	i	-26	-3%
Cc1ccc(C)c(NC(=O)N2CCN(C)c3ncccc32)c1	-3%	-5%	-0.8%	-4%	-23%	-16%	i	/	/
Cc1cc(OCC(=O)NCc2ccccn2)c2c(C)cc(=O)oc2c1	8%	1%	0.3%	-2%	4%	12%	i	9	9%
